ERK EGF inh – blocks ERK signaling stimulated by EGF. HEK293-V1b, EGF-stimulated phospho-ERK AlphaScreen. Potency, µM (top dose mostly 11.5 µM), for inactives: at the top dose activity change, negative = inhibition, hits mostly inhibitors. 130,000 tested, 0.41% active. AID 1454; active means well fitted inhibition curve with a large enough effect; inconclusive means small, poorly fitted or top-dose-only effect, or effect the other way;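 further: plate controls were stimulated vehicle wells for no effect and unstimulated vehicle basal for full effect; nearly all actives have a fitted effect of over 55% in size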
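Stably V1b-transfected HEK293 cells; 30 min compound, then EGF 25 nM final for 5 min at 37C; 10 min lysis; phospho-ERK by AlphaScreen after 5 hr beads at room temperature.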
* marks the source's active call; other numbers are inactive results; u = inconclusive; [ ] = another dose, or the depositor's remark. Potency means the concentration at half of the fitted maximal effect. An excerpt, so the mix of outcomes need not match the whole.

# | mol | ERK EGF inh
1 | CC1(OC(=O)C2CCCC2)C(=O)C=C2C=C(c3ccsc3)N(Cc3ccco3)C=C2C1=O (stereo not drawn) | u
2 | N/N=C1\CCCc2nonc21 | -1%
3 | Cc1cccc(NC(=O)c2cccc(C(F)(F)F)c2)c1 | -7%
4 | COC(CN(C(=O)CCl)C(C(=O)NC1CCCCC1)c1ccccc1C)OC (stereo not drawn) | 8%
5 | COC(=O)[C@H](CC(C)C)NC(=O)Nc1ccc(F)cc1 | 3%[57.5 µM]
6 | O=S(=O)(Nc1ccc2ccccc2n1)c1ccc2c(c1)CCO2 | 0%[57.5 µM]
7 | Cc1ccc(S(=O)(=O)NCCC(=O)NCc2ccco2)cc1 | 9%
8 | CSc1ccccc1NC(=O)COC(=O)Cc1cccs1 | -6%
9 | COC(=O)Nc1nc2ccc(C(=O)c3ccccc3)cc2[nH]1 | 8%
10 | C/C(=N\N1CCN(Cc2ccc(C)cc2)CC1)c1ccco1 | -6%
11 | S=C(NCc1cccs1)NCC1CCCO1 (stereo not drawn) | -8%
12 | Cc1ccc(S(=O)(=O)N2N=C3CCCCC3C2(O)C(F)(F)F)cc1 (stereo not drawn) | 6%
13 | O=C(NC1CCCc2ccccc21)c1cccc(Br)c1 (stereo not drawn) | 0%
14 | COc1ccc(C2=NOC(COC(=O)c3ccc4ccccc4n3)C2)cc1 (stereo not drawn) | 12%
15 | Cc1cccc(C2NC(c3cccc(C)c3)C([N+](=O)[O-])C(C)(C)C2[N+](=O)[O-])c1 (stereo not drawn) | 5%
16 | O=C(CCc1ccccc1)N1N=C(c2ccncc2)CC1(O)C(F)(F)F (stereo not drawn) | 5%
17 | C#CCOCCOCCOCCNc1nc(N2CCN(C(=O)[C@H](CCC(=O)O)n3cc(C(N)CC(C)C)nn3)CC2)nc(N2CCN(C(=O)[C@H](Cc3cc4ccccc4[nH]3)n3cc(C(N)CC(C)C)nn3)CC2)n1 (stereo partly drawn) | 1%[57.5 µM]
18 | O=S(=O)(CC(CN1CCOCC1)N1CCOCC1)c1ccccc1 (stereo not drawn) | -3%
19 | CCOc1ccccc1Nc1nnc(SCC(=O)Nc2nc(-c3ccc(OC)cc3)cs2)s1 | -12%
20 | CCC(=O)Nc1ccc(C(=O)N2CCN(C(=O)c3ccco3)CC2)cc1 | -3%[57.5 µM]
21 | FC(F)(F)c1cccc(NC(=S)N2CCN(c3ccccc3)CC2)c1 | 5%
22 | CN(C)C(=S)SCC(=O)NCc1ccc(F)cc1 | 3%
23 | O=Cc1ccc(-c2ccc(Cl)cc2Cl)[nH]1 | 16%[57.5 µM]
24 | CC(C)NC(=O)CSc1nc2[nH]ncc2c(=O)[nH]1 | -9%
25 | CCCCCNC(=O)c1ccc2c(=O)n(CC3CCCO3)c(=S)[nH]c2c1 (stereo not drawn) | -8%
26 | C[C@H]1C2=C3C(C[C@H]4C(=O)N(c5ccccc5)C(=O)[C@H]4[C@H]3[C@@]3(Cc4ccccc4)C(=NCCc4c[nH]c5ccccc45)OC(=O)N3C2=O)[C@H]2C(=O)N(c3ccccc3)C(=O)[C@H]21 (stereo partly drawn) | -6%
27 | Cn1c(=O)c2c(nc(N/N=C/c3cccs3)n2Cc2ccc(Br)cc2)n(C)c1=O | 11%
28 | CCOc1ccc(CCN2C(=O)c3cccnc3C2=O)cc1OCC | -6%
29 | CN1CCN(C2=CC3=CC(=C(C#N)C#N)CCC3CC2)CC1 (stereo not drawn) | -5%
30 | CCOP(=O)(OCC)C(Nc1cccc([N+](=O)[O-])c1)c1ccc(N(C)C)cc1 (stereo not drawn) | 3%[57.5 µM]

2 successive compounds out of the list so far:
# | mol | ERK EGF inh
20 | CCC(=O)Nc1ccc(C(=O)N2CCN(C(=O)c3ccco3)CC2)cc1 | -3%[57.5 µM]
21 | FC(F)(F)c1cccc(NC(=S)N2CCN(c3ccccc3)CC2)c1 | 5%

The list continues.
# | mol | ERK EGF inh
31 | COC(=O)C1=C(C)N(c2ccc(Cl)cc2)/C(=C/c2ccc(O)cc2)C1=O | -9%
32 | CCCc1c(OCCCCc2nn[nH]n2)ccc(C(C)=O)c1O | 2%
33 | Cc1nc(N)sc1C(=O)N/N=C/c1cccnc1 | 0%
34 | O=C(Cc1ccccc1)NCC(=O)OCC(=O)c1ccccc1Cl | 0%[57.5 µM]
35 | Fc1c(F)c(F)c(N=Cc2ccc3ncccc3c2)c(F)c1F | 4%
36 | CC(=O)c1ccc(Nc2c3c(c(C#N)c4nc5ccccc5n24)CCC3)cc1 | -1%
37 | CC(C)NC(=O)COc1ccccc1C#N | u
38 | CC(C)N(Cc1ccccc1)CC(O)COc1ccc(S(=O)(=O)N2CCOCC2)cc1Cl (stereo not drawn) | -3%
39 | CSc1cccc(NC(=S)NN(C)C)c1 | -9%[57.5 µM]
40 | Cc1ccc(NC(=O)CNCc2ccccc2)c(Br)c1 | 7%
41 | COC(=O)c1ccc(C(NC(=O)OCc2ccccc2)/C(C)=C/[C@@H](C)C(=O)N2CCN(C)CC2)cc1 (stereo partly drawn) | -13%
42 | CCOC(=O)C1=C(C)NC2=C(C(=O)c3ccccc32)C1c1ccc(O)cc1 (stereo not drawn) | -2%
43 | Cc1sc(N)nc1C12CC3CC(CC(C3)C1)C2 | -3%
44 | C#CCOCCOCCOCCNc1nc(N2CCN(C(=O)[C@H](CCCCN)n3cc(CCCC)nn3)CC2)nc(N2CCN(C(=O)[C@H](Cc3ccc(O)cc3)n3cc(CCO)nn3)CC2)n1 | 3%
45 | COC(=O)C(Cc1c[nH]c2ccccc12)NC(=O)c1cc(-c2ccc(OC)c(OC)c2)oc1C (stereo not drawn) | 10%
46 | Cc1ccc(C(=O)CN2C(=O)C(C)Oc3ccccc32)cc1 (stereo not drawn) | -10%
47 | CCN(CC)C(=O)C(=O)c1cccn1-c1ccc(C#N)cc1 | -14%[57.5 µM]
48 | COc1ccc(NC(=O)COC(=O)Cc2ccc(Br)cc2)cc1 | -10%
49 | C[N+](C)(C)C(Cc1c[nH]c2ccccc12)C(=O)[O-] (stereo not drawn) | 1%[57.5 µM]
50 | CCc1cc(-c2n[nH]c(C)c2-c2nc(C)cs2)c(O)cc1OC | -20%[57.5 µM]
51 | CCOC(=O)c1nn(-c2cccc(C)c2)c2nnc(Cc3ccc(C)cc3)c(=O)n12 | -2%
52 | Cc1ccccc1Nc1ncc(C#N)c(N)n1 | 10%[57.5 µM]
53 | Cc1ccccc1OC1=NS(=O)(=O)c2ccccc21 | -12%
54 | O=S(=O)(c1ccccc1)N1CCC2(CC1)OCCO2 | -12%
55 | N=C1C(c2nc3ccccc3[nH]2)=C(O)CN1NC(=O)c1c[nH]c2ccccc12 | 3%
56 | O=C(NCc1n[nH]c(=S)n1-c1ccc(Cl)c(Cl)c1)c1ccc(S(=O)(=O)N2CCOCC2)cc1 | -4%
57 | COc1ccc(NC(=S)N(CCCN2CCCC2)Cc2ccco2)cc1 | 6%
58 | COc1cccc(-n2c(=O)c3c(C)c(C(=O)N(C)C)sc3n(CC(=O)NCCc3ccc(OC)c(OC)c3)c2=O)c1 | -5%
59 | Cc1cc(NC(=O)c2cccc([N+](=O)[O-])c2)n(-c2ccccc2)n1 | -3%
60 | CSCC[C@H](NC(=O)Nc1ccc(OC(F)(F)F)cc1)C(=O)O | -15%[57.5 µM]

The closing two records of the section before lead into the next:
# | mol | ERK EGF inh
59 | Cc1cc(NC(=O)c2cccc([N+](=O)[O-])c2)n(-c2ccccc2)n1 | -3%
60 | CSCC[C@H](NC(=O)Nc1ccc(OC(F)(F)F)cc1)C(=O)O | -15%[57.5 µM]
61 | Cc1ccccc1NC(=O)C(NC1CCCCC1)C(C)C (stereo not drawn) | -4%
62 | N#Cc1nc(-c2ccc(F)cc2)oc1NCc1ccco1 | -7%[57.5 µM]
63 | Cc1ccccc1C(=O)NC(=S)Nc1ccccc1C(=O)O | -6%
64 | Cc1nn(CCCC(=O)N2CCN(c3ccc(F)cc3)CC2)c(C)c1[N+](=O)[O-] | -4%
65 | CCOC(=O)[C@H](CCc1ccccc1)N[C@@H](C)C(=O)N1[C@H](C(=O)O)C[C@H]2CCC[C@@H]21 | 3%[25.7 µM]
66 | Nc1nc(NCCc2ccc(O)cc2)nc2nc(-c3ccco3)nn12 | 3%
67 | CC1=CC(=C(C#N)c2nc3ccccc3s2)C=C(C)N1CC1CCCO1 (stereo not drawn) | 1%
68 | COC(=O)/C(C#N)=C/c1ccc(-c2ccc(S(N)(=O)=O)cc2)o1 | 2%[57.5 µM]
69 | CC1C=CCC2C(=O)N(c3cccc(C(=O)N4CCN(c5ccc(F)cc5)CC4)c3)C(=O)C12 (stereo not drawn) | u
70 | CCN(C(=O)COC(=O)c1cccnc1Nc1ccccc1F)C1CCS(=O)(=O)C1 (stereo not drawn) | 6%
71 | O=C1c2c(O)cccc2Cc2cccc(O)c21 | 3%
72 | COc1cc2c(cc1OC)C(c1cccs1)N(C(=O)c1ccc(S(=O)(=O)N(C)C)cc1)CC2 (stereo not drawn) | -6%[57.5 µM]
73 | COc1ccc(C(=O)/C=C/c2cccs2)c(OC(=O)N2CCOCC2)c1 | 1%
74 | NC(=O)CC(NC(=O)Cc1cccc2ccccc12)c1ccc(NC2CCCCCCC2)c([N+](=O)[O-])c1 (stereo not drawn) | 24%[57.5 µM]
75 | CCOc1ccccc1Nc1nnc(SCC(=O)NC(Cc2c[nH]c3ccccc23)C(=O)O)s1 (stereo not drawn) | 2%
76 | Cc1ccc2c(c1)C(=O)C(=O)N2CCOc1ccccc1 | -12%
77 | O=C(Oc1cc(=O)oc2ccccc12)c1cccnc1Cl | 15%
78 | Cc1cnc(CNc2ncnc3ccc(-c4ccccc4CN(C)C)cc23)cn1 | 9%
79 | NC(=O)CSc1nnnn1-c1cccc(Cl)c1 | 18%
80 | CCn1cnc2c1c(=O)n(CC(=O)NCC(F)(F)F)c(=O)n2Cc1ccccc1 | -4%
81 | CCOc1ccc(C(=O)NCC(c2cccs2)N(C)C)cc1OCC (stereo not drawn) | 2%
82 | COc1cc(C2C3=C(CCCC3=O)Nc3c2c(C)nn3-c2cccc(C)c2)cc(OC)c1O (stereo not drawn) | -2%[57.5 µM]
83 | c1cncc(-c2nc3ccccc3s2)c1 | 4%[57.5 µM]
84 | COc1ccccc1NS(=O)(=O)c1ccc2oc(=S)[nH]c2c1 | -6%[57.5 µM]
85 | COc1ccc(C2N(Cc3ccccc3)CC(=O)N2/N=C(\C)c2ccccc2)cc1 (stereo not drawn) | -8%
86 | S=c1[nH]nc(-c2cccnc2)n1C1CCCCC1 | 6%
87 | COc1ccc(CN2CCN(CCCc3ccccc3)CC2)c(OC)c1 | 18%
88 | COc1ccc(-c2nc3ccccn3c2/N=C/c2ccc(OC)c(OC)c2)cc1O | -9%
89 | O=Cc1ccc(OCC(=O)Nc2ccccc2C(F)(F)F)cc1 | -15%
90 | N#Cc1cnn2c(-c3ccc(Cl)cc3Cl)ccnc12 | -6%
91 | O=C(c1cnccn1)N1CCC[C@@]2(CCN(Cc3ccncc3)C2)C1 | -7%
92 | CC1CCCC(C(=O)OCc2ccccc2)N1 (stereo not drawn) | 11%
93 | CC/C(Cc1ccccc1)=N/NC(=O)CCn1nnc2ccccc21 | -11%
94 | COc1ccc(-c2nc3ccccc3n2OC(C)C(=O)O)cc1 (stereo not drawn) | 1%
95 | CCOc1ccc(C(=O)Nc2c(C(N)=O)oc3ccccc23)cc1 | -26%
96 | Cc1nn(-c2ccccc2[N+](=O)[O-])c(=O)c2ccccc12 | -1%
97 | CC(C)c1ccc(/C=C2\SC(N3CCCC3)=NC2=O)cc1 | 4%
98 | COc1ccc(NC(=O)C(=O)NCCN2CCN(C(=O)c3cccs3)CC2)cc1 | 8%
99 | C#CCn1c(=NC(=O)c2cc(Cl)sc2Cl)sc2cc(S(N)(=O)=O)ccc21 | -12%
100 | O=C(O)CCC(=O)Nc1ccc(Br)cc1C(=O)c1ccccc1Cl | u
101 | COC(=O)[C@@]1(Cc2ccccc2)[C@H]2c3cc(C(=O)N4CCCC4)n(Cc4ccc(S(C)(=O)=O)cc4)c3C[C@H]2CN1C(=O)c1ccccc1 | -6%
102 | O=C1c2ccccc2C2=Nc3ccccc3SC(c3cccc(F)c3)C12 (stereo not drawn) | u
103 | Cc1ccc(Cl)cc1NC(=S)N(CCCN1CCN(C)CC1)Cc1ccco1 | 3%
104 | O=c1[nH]c2ccccc2c2oc(CCl)nc12 | -7%[57.5 µM]
105 | COC(=O)CCCCCCCCCCN1CCCCC1 | -2%
106 | O=C(N/N=C/c1ccccc1O)c1cccc(C(F)(F)F)c1 | -7%
107 | CCN(CC)S(=O)(=O)c1ccc(NC(=O)c2cccnc2Cl)c(NC(=O)c2cccnc2Cl)c1 | 0%
108 | COc1ccccc1CN1CCNC(=O)C1CC(=O)N(C)Cc1cnccn1 (stereo not drawn) | 3%
109 | CCn1ncc(Br)c1C(=O)Nc1ccc(F)c([N+](=O)[O-])c1 | 0%
110 | NC(N)=NCC(O)CN(c1ccccc1)c1ccccc1 (stereo not drawn) | 1%[57.5 µM]
111 | C/C=C(\C)C(=O)Nc1cccc(C2=NOC3(C2)C[C@@H](C(N)=O)N(C(=O)/C(C)=C/C)C3)c1 (stereo partly drawn) | 4%[57.5 µM]
112 | CCCC(=O)NC(C)C(c1cccs1)N1CCN(c2ccccc2)CC1 (stereo not drawn) | 7%
113 | Cc1ccc(-n2c(C)cc(C(=O)CSc3nnc4ccccn34)c2C)cc1 | -6%

Laid out differently: four of the compounds above
97) CC(C)c1ccc(/C=C2\SC(N3CCCC3)=NC2=O)cc1
  ERK EGF inh: 4%

98) COc1ccc(NC(=O)C(=O)NCCN2CCN(C(=O)c3cccs3)CC2)cc1
  ERK EGF inh: 8%

99) C#CCn1c(=NC(=O)c2cc(Cl)sc2Cl)sc2cc(S(N)(=O)=O)ccc21
  ERK EGF inh: -12%

100) O=C(O)CCC(=O)Nc1ccc(Br)cc1C(=O)c1ccccc1Cl
  ERK EGF inh: u
